Screens as filed in PubChem BioAssay.
PLC-gamma1 inh – PLC-gamma1 enzyme inhibitors, primary screen, biochemical, fluorescence, purified enzyme; 1-phosphatidylinositol 4,5-bisphosphate phosphodiesterase gamma-1 (Homo sapiens), P19174; fluorogenic substrate; inhibition, % at 12.2 µM; hit rate 0.84% among 370,000; in the data active = inhibition above about 9.5%
ADAM10 inh – human ADAM10 inhibitors, primary screen, biochemical, QFRET, HTS; recombinant ADAM10, EDANS/DABCYL FRET peptide cleavage, 3 h; inhibition, % at 7 µM; hit rate 0.62% among 370,000;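 active = inhibition above a per-campaign cutoff equal to the mean of compounds falling between control-based bounds plus 3 SD, cut at about 20% in these data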;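 also: 0% = DMSO wells while the 100% control is not disclosed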
hgDAF-12 ag – H. glycines DAF-12 receptor agonists, primary screen, cell-based, luminescence, HEK293, GAL4 fusion, UAS-luciferase. hit rate 1.8% among 370,000. HEK293 GAL4-hgDAF12 UAS-luciferase reporter, agonist luminescence; normalized to butyrate control. activation, % at 6.8 µM. AID 687014, 2013;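 active = activation above a cutoff set at the mean of all screened compounds plus 3 SD, cut at about 10% in these data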;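 also: 0% = DMSO wells and 100% = sodium butyrate wells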
DAX1 inh-1 – DAX1 (NR0B1) inhibitors, primary screen, cell-based, HEK293, Gal4-DAX1, luciferase luminescence. HEK293 Gal4-DAX1 luciferase reporter. Nuclear receptor subfamily 0 group B member 1 (Homo sapiens), P51843. hit rate 0.99% among 340,000. AID 504766, 2011. inhibition, % at 6.75 µM;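 active = inhibition above the mean over all tested compounds plus 3 SD, cut at about 4.2% in these data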;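 also: 0% = DAX1-transfected cells with DMSO and 100% = empty-vector control cells with DMSO; inhibition shows as a rise in luminescence from relieved DAX1 repression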
Target sequence (P51843 207-470 limits assumed): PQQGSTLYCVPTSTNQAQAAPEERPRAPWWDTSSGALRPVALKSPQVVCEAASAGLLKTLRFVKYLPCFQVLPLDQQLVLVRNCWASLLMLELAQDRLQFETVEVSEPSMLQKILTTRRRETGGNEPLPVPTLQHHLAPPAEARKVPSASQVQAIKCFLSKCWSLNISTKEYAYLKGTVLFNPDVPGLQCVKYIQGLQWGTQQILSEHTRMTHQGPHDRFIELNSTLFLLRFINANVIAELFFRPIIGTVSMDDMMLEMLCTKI
hcDAF12 agonist – H. contortus DAF-12 nuclear receptor activators, primary screen, cell-based, luminescence, HEK293, lit1-tk-luc reporter; HEK293 hcDAF-12 lit1-tk-luc reporter; 0% DMSO, 100% Δ7-dafachronic acid; activation, % at 6.8 µM; hit rate 1.4% among 370,000;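 active = activation above the mean of all tested compounds plus 3 SD, cut at about 5.5% in these data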;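 also: 100% = response to 3 µM Δ7-dafachronic acid high control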
HGIII-sPLA2 inh – human group III sPLA2 inhibitors, primary screen, biochemical, QFRET, BODIPY PC-A2 liposome substrate. QFRET BODIPY PC-A2 liposome hydrolysis, fluorescence. inhibition, % at 12.2 µM. hit rate 0.56% among 370,000;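 active = inhibition above mean plus 3 SD of compounds lying within the high and low control bounds, cut at about 19% in these data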;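 also: 0% = median of test compound wells and 100% = no enzyme DMSO wells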
ADAM17 inh – ADAM17 inhibitors, primary screen, biochemical, QFRET. recombinant ADAM17, EDANS/DABCYL FRET peptide cleavage. inhibition, % at 6.95 µM. hit rate 0.83% among 370,000;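 active = inhibition above the mean of compounds lying between control limits plus 3 SD, set per campaign, cut at about 8.5% in these data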;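 also: 0% = DMSO-only wells as the low control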
Target sequence (P78536 215-824 limits assumed): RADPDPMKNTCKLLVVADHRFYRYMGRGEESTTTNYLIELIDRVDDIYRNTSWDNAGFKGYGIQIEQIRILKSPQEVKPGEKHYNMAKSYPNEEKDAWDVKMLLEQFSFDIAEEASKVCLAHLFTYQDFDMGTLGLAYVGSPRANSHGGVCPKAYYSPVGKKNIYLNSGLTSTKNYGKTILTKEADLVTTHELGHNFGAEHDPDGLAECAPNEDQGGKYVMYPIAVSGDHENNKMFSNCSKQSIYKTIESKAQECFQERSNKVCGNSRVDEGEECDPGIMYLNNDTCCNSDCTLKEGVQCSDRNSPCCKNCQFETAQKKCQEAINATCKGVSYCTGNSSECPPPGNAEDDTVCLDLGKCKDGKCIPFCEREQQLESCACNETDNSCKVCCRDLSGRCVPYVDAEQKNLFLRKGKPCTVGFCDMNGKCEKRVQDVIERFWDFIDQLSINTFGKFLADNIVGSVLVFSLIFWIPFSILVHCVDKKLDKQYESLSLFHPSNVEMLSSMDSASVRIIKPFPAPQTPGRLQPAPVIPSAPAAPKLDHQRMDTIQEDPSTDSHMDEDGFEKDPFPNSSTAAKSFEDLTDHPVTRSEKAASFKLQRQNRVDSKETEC
PLCb3 inh – human PLC-beta3 inhibitors, primary screen, biochemical, fluorescence. 1-phosphatidylinositol 4,5-bisphosphate phosphodiesterase beta-3 (Homo sapiens), Q01970. Purified PLC-beta3, fluorogenic substrate. inhibition, % at 12.2 µM. hit rate 0.18% among 370,000. AID 720704, 2013; in the data active = inhibition above about 11%;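 also: 0% = median of compound wells on plate and 100% = full blocker control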
DAX1 inh-2 – DAX1 (NR0B1) inhibitors on StAR promoter, primary screen, cell-based, luminescence, SF-1 (NR5A1), full-length DAX-1; HEK293T StAR-luciferase reporter, SF-1/DAX-1 repression relief; inhibition, % at 6.8 µM; hit rate 1.1% among 370,000; AID 652010, 2013;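 active = inhibition above the mean over all tested compounds plus 3 SD, cut at about 3.6% in these data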;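 also: 0% = DAX-1 cells with DMSO and 100% = cells lacking DAX-1 with DMSO; higher inhibition means more luminescence from relief of DAX-1 repression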
FXN GAA850 act – FXN promoter activators, primary screen, cell-based, luciferase luminescence, HEK293 lucGAA850. HEK293 lucGAA850 FXN promoter luciferase reporter, 24 h; percent of 10 µM SAHA response. activation, % at 6 µM. hit rate 0.56% among 360,000;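 active = activation above the average of all compounds screened plus 3 SD, cutoff fixed separately per campaign, cut at about 7.5% in these data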;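 also: 0% = DMSO wells and 100% = 10 µM SAHA wells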
ssDAF12 agonist – S. stercoralis DAF-12 nuclear receptor activators, primary screen, cell-based, luminescence, HEK293, GRIP1 co-expression, lit1-tk-luc | Nuclear hormone receptor DAF-12 (Strongyloides stercoralis) | HEK293 ssDAF-12/GRIP1 lit1-tk-luc reporter; % of 3 µM dafachronic acid response | activation, % at 6.8 µM | hit rate 1% among 370,000;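 active = activation above the mean over all tested compounds plus 3 SD, cut at about 0.9% in these data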;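 also: 0% = DMSO-only wells and 100% = 3 µM delta7-dafachronic acid wells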
Numbers without * were called inactive; i = inactive; . = no result given.

SMILES,FXN GAA850 act,DAX1 inh-1,DAX1 inh-2,PLCb3 inh,hcDAF12 agonist,PLC-gamma1 inh,ADAM17 inh,HGIII-sPLA2 inh,ADAM10 inh,hgDAF-12 ag,ssDAF12 agonist
O=C1CCCCC1Nc1ccc(Cl)cc1 (centres undefined),0.3,1.6,-0.4,0,0.1,0,-2,-5,0,2.9,-1.5
O=C(CNC1=NCCC1)c1ccc2c(c1)OCCO2,-1.1,2.2,0.2,-7,1.1,-6,-9,3,-4,1.0,-0.8
O=C(N/N=C/c1ccco1)c1cc(-c2ccc(Cl)s2)[nH]n1,2.8,1.9,-0.3,-3,0.4,-3,2,-7,4,-2.3,-1.4
COc1cc(C)cc(C(=O)C=Cc2ccccc2)c1O,1.7,0.1,-0.2,-201,0.3,-156,-18,-6,-57,0.8,-1.1
CCCC(=O)N(Cc1cc(=O)[nH]c2ccccc12)c1ccccc1C,-0.9,-1.3,-0.3,-6,2.8,3,-6,-3,-2,1.7,-0.5
O=[N+]([O-])c1ccccc1S(=O)(=O)NCCSc1ccccc1,0.6,0.7,-0.3,-1,-2.4,2,0,-18,8,0.3,0.1
O=C(CN1CC[C@@]2(O)CCCC[C@H]2[C@@H]1c1ccc(F)cc1)NCc1ccco1,-2.4,3.1,0.0,-10,-0.1,-7,-4,-3,0,-0.1,-1.1
CCOc1ccc(NC(=S)N(CCOC)C2CCN(C(C)C)CC2)cc1,0.4,-0.2,-0.1,-5,0.2,1,-1,7,-6,2.8,-0.8
Cc1ccc(C)c(-n2nnnc2SCC(=O)Nc2c(C)n(C)n(-c3ccccc3)c2=O)c1,-2.3,-0.4,-0.8,5,0.9,0,-1,0,2,-0.3,-1.5
Cc1cccc(OCc2nc(C#N)c(NCc3ccc4c(c3)OCO4)o2)c1,0.8,-0.7,-0.5,-12,-0.7,-3,7,-27,19,-0.4,-0.6
Cc1ccc(C)c(NC(=S)NCc2ccc3[nH]c4c(c3c2)CCCC4)c1,0.2,0.7,-1.2,-79,1.1,-74,-2,7,-13,8.0,0.5
N=C1C(=O)OCC1c1ccccc1NC(=O)CN1CCOCC1 (centres undefined),-0.7,-0.3,-0.8,i,-1.6,-492,-88,12,-227,0.2,-1.1
CCCCN(C)CCCNC(=O)c1cn(C)c2ccc(S(=O)(=O)N(C)C3CCCCC3)cc2c1=O,1.3,-0.9,1.2,-16,-2.1,1,7,-7,-10,1.3,-1.7
CCCNC(=O)CN1C(=O)NC(c2ccccc2)(c2ccccc2)C1=O,2.1,1.2,0.1,2,-1.5,1,0,2,0,-0.6,-1.0
O=c1cc(-c2ccccc2)[nH]n1-c1nc2ccccc2[nH]1,-0.8,1.7,-0.3,-387,1.6,-316,-66,19*,-213,0.8,-0.4
CCOc1ccc(Nc2nc3c(c(=O)[nH]2)CCC3)cc1,1.5,0.9,0.0,7,-1.2,2,0,0,-6,2.1,-1.7
C=CCOc1ccc(C=Nc2ccc(Cl)cc2)c(O)c1,2.1,0.3,0.3,-1,-1.0,-2,1,8,-6,0.6,-0.3
CC1CN(C(=O)COC(=O)/C=C/c2ccc(C(F)(F)F)cc2)CC(C)O1 (centres undefined),0.2,1.5,1.7,0,0.0,4,-5,4,4,0.1,-1.6
Cc1ccc(-c2noc(C3CCCN(C(=O)c4cccc(F)c4)C3)n2)cc1 (centres undefined),2.5,-1.6,-0.6,-1,-2.8,5,3,-8,4,-1.2,-1.8
CC(C)(C)NC(=O)c1nc2nc(-c3ccccc3)cc(C(F)(F)F)n2n1,1.4,-0.8,-0.2,-10,-1.9,-9,-39,0,-173,-0.6,-1.6
Cc1cccc(N2CN(Cc3ccco3)CNC2=S)c1C,0.0,-1.9,0.2,4,-2.9,0,-3,-3,-1,-1.1,-1.3
COC(=O)N1C[C@H](OCc2cn(-c3cc(Cl)cc(Cl)c3)nn2)[C@H](OCc2cn(-c3cc(Cl)cc(Cl)c3)nn2)C[C@@H]1c1ccccc1Br,.,.,-0.2,2,0.6,-1,-1,-2,1,1.7,-0.9
O=C(Nc1nnc(C2=COCCO2)o1)c1cccc(F)c1,2.0,2.0,0.0,-2,0.8,-4,0,1,-6,-0.2,-0.7
CC(C)Cn1c(=O)c2c(nc3n2CCCN3CCc2ccccc2)n(C)c1=O,1.6,-2.6,-1.1,5,-1.9,-3,0,14,7,-1.9,-1.8
Brc1cccc(-c2nnc3sc(CN4CCC5(CC4)OCCO5)cn23)c1,-1.3,-0.1,0.3,-1,-1.0,0,-6,2,1,-1.3,-1.4
CCOc1ccc(S(=O)(=O)N2CCC(C(=O)NCc3ccccc3CN3CCCC3)CC2)cc1,-0.1,0.1,1.3,-3,-0.3,-2,1,-12,-11,1.9,-1.0
Cc1nn(CC(=O)NC2C(=O)N3C(C(=O)O)=C(CSc4nnnn4C)CSC23)cc1Br (centres undefined),0.3,0.8,-0.7,0,0.5,4,-7,4,-7,1.0,-1.4
Cc1cc(C(=O)CN2C(=O)c3cccc(N)c3C2=O)c(C)n1Cc1cccs1,3.6,1.7,4.1*,i,6.0*,i,-75,-10,-200,15*,1.0*
O=C(CCc1nc2ccccc2c(=O)[nH]1)Nc1ccc(F)cc1,2.1,1.7,1.6,2,-0.9,-1,-1,3,6,1.4,-1.0
CC1=C(C(=O)Nc2ccccc2)C(c2ccc(C(C)C)cc2)N2C(=O)CSC2=N1 (centres undefined),1.8,-0.2,0.5,2,-0.6,-3,2,-25,8,-0.5,-1.4
N#CC1(NC(=O)CN2c3cccc4cccc(c34)S2(=O)=O)CCCCC1,1.3,-0.7,-2.9,-254,-1.4,-231,-62,6,-224,-1.1,-1.3
CC(C)CNC(=S)NC(=O)c1ccc(Cl)cc1,6.9,1.8,2.1,3,-0.5,2,2,-17,6,9.1,-0.1
C=CCn1c(SCC(=O)NC(=O)NC2CCCC2)nnc1C1CCCCC1,2.2,-1.7,-1.0,-1,-0.8,1,-1,-1,-8,-2.7,-1.0
CC(C)Cc1nnc(NC(=O)CCC(=O)N2CCN(c3ccccc3F)CC2)s1,-0.9,-0.2,-0.2,-7,-0.3,-3,-1,1,-10,-0.1,-0.5
CCCS(=O)(=O)c1c(S(=O)(=O)CCC)c2ccc(C(N)=O)cn2c1C(=O)c1ccc(F)cc1,0.5,0.3,-0.5,-2,0.4,-2,-2,7,1,-0.6,-0.9
Cc1noc(C)c1C(=O)Nc1ccc(F)cc1F,3.0,-0.3,-0.3,4,-1.7,5,0,0,-3,-0.4,-1.5
Cc1cc(=O)oc2c(C)c(OCC(=O)NCCc3ccc(S(N)(=O)=O)cc3)ccc12,-1.3,-0.3,-0.4,-7,-1.2,2,-35,-23,-90,-0.9,-1.0
O=C(NCc1nc2ccccc2[nH]1)C1=C[C@H](C2CCCCC2)C[C@H](OCc2ccc(CO)cc2)O1,-2.1,0.6,0.1,-3,-2.5,-1,-2,-4,-1,-2.0,-1.3
COc1cccc(C2CC(c3ccc(Br)cc3)=NN2C(=O)c2ccncc2)c1OC (centres undefined),-0.6,-0.9,0.2,-3,0.4,1,-1,4,-12,0.3,-1.5
NC(=O)COC(=O)c1ccc(Cl)c(S(=O)(=O)N2CCCCCC2)c1,-1.1,0.2,-0.9,-2,-0.5,3,0,2,11,0.0,-1.1
Clc1cccc(-c2ccc(/C=N/n3cnnc3)o2)c1,2.4,1.4,0.9,-5,3.4,-3,-10,-7,-30,3.5,-1.0
CC(C(=O)NCCSCc1cccc(Cl)c1)N(c1ccccc1)S(C)(=O)=O (centres undefined),-1.1,-2.1,-0.5,-5,-1.9,1,-2,2,0,-2.1,-1.6
OC[C@H]1OC(O)[C@@H](O)[C@@H](O)[C@@H]1O (some centres undefined),0.6,0.5,-0.6,1,-2.5,0,-1,6,-2,-1.4,-1.3
CN1CCC(=NNC(=O)C(=O)NCc2ccccc2)CC1,0.4,-1.6,0.3,6,-3.4,7,4,-4,-1,-1.3,-1.3
CCN(CC)C(=O)Cc1c(O)c2ccccc2[nH]c1=O,-0.8,-0.2,0.1,-21,1.8,-10,-13,-3,-21,2.3,-1.2
CC1(C)C(N(O)C(=O)Nc2ccccc2)N(c2cccc(Cl)c2)C(=O)N1O (centres undefined),0.2,-0.5,-0.3,0,-0.6,2,0,-23,4,3.4,-1.3
FC(F)(F)c1ccc(Oc2ccc3ccccc3c2Br)nc1,-0.2,-1.2,-0.5,0,4.2,0,-2,-2,-6,4.9,-0.3
COc1ccc(C2=CC(=O)CCC2)cc1,0.4,2.9,-0.6,1,0.7,2,-7,7,-3,2.1,-1.0
CCOCc1nnc(NC(=O)COc2ccc3c(c2)OCO3)s1,1.4,-0.7,-0.4,-10,-1.9,-2,2,-1,0,0.4,-0.4
O=C(NNC(=O)c1ccncc1)Nc1ccc(Cl)cc1,0.5,-1.0,0.8,2,0.1,0,-3,-7,-7,2.9,-1.0
COCCn1c(CN2CCC(Cc3ccccc3)CC2)nc2c1c(=O)n(C)c(=O)n2C,1.3,-0.9,-1.9,2,-3.3,2,0,0,3,-2.2,-1.3
CCCCOc1ccc(C(=O)NCC(=O)N2CCN(C(=O)c3ccco3)CC2)cc1,1.2,-1.1,1.8,-7,-1.7,-1,-1,-1,-4,1.1,-0.6
O=C(COC(=O)CNC(=O)c1ccccc1F)Nc1ccc2c(c1)OCO2,0.0,-0.1,-0.9,-4,-0.2,0,-6,7,-12,1.4,-1.1
Cc1ccc(C)c(S(=O)(=O)N/N=C/c2cccnc2)c1,0.6,-0.4,-0.3,-2,0.4,-2,-3,0,-4,-0.1,-1.5

Single records, as listed above. Screens in order: FXN GAA850 act	DAX1 inh-1	DAX1 inh-2	PLCb3 inh	hcDAF12 agonist	PLC-gamma1 inh	ADAM17 inh	HGIII-sPLA2 inh	ADAM10 inh	hgDAF-12 ag	ssDAF12 agonist
`CCOCc1nnc(NC(=O)COc2ccc3c(c2)OCO3)s1` is listed as 1.4	-0.7	-0.4	-10	-1.9	-2	2	-1	0	0.4	-0.4
`COCCn1c(CN2CCC(Cc3ccccc3)CC2)nc2c1c(=O)n(C)c(=O)n2C` is listed as 1.3	-0.9	-1.9	2	-3.3	2	0	0	3	-2.2	-1.3
